FID counter = compounds displacing fluorescent DNA intercalator, primary screen, artefact control for HCV NS3 helicase inhibitor project, biochemical, FID fluorescence | DNA fluorescent intercalator displacement | inhibition, % at 7.9 µM | actives 0.17% (n = 290,000) | AID 1845, 2009; in the data active means inhibition above about 37%;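 further: 0% = vehicle and 100% = reference compound; higher means more ethidium bromide displaced from hairpin DNA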
p-CIP stab down = p/CIP-EGFP fusion destabilizers, primary screen, fluorescence, F442A cells; AID 1984, 2009; decrease of EGFP signal, % at 10 µM; actives 0.01% (n = 290,000); Q05BA5; 16 h;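 active means EGFP signal decrease of at least 30% at 10 µM or well 3 SD below plate mean, unless failing retest; inactive means the rest, including hits failing retest or dose response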; further: some compounds called inactive have numbers as strong as hits; many of its hits are not listed in these tables
Target sequence (Q05BA5 1-1403): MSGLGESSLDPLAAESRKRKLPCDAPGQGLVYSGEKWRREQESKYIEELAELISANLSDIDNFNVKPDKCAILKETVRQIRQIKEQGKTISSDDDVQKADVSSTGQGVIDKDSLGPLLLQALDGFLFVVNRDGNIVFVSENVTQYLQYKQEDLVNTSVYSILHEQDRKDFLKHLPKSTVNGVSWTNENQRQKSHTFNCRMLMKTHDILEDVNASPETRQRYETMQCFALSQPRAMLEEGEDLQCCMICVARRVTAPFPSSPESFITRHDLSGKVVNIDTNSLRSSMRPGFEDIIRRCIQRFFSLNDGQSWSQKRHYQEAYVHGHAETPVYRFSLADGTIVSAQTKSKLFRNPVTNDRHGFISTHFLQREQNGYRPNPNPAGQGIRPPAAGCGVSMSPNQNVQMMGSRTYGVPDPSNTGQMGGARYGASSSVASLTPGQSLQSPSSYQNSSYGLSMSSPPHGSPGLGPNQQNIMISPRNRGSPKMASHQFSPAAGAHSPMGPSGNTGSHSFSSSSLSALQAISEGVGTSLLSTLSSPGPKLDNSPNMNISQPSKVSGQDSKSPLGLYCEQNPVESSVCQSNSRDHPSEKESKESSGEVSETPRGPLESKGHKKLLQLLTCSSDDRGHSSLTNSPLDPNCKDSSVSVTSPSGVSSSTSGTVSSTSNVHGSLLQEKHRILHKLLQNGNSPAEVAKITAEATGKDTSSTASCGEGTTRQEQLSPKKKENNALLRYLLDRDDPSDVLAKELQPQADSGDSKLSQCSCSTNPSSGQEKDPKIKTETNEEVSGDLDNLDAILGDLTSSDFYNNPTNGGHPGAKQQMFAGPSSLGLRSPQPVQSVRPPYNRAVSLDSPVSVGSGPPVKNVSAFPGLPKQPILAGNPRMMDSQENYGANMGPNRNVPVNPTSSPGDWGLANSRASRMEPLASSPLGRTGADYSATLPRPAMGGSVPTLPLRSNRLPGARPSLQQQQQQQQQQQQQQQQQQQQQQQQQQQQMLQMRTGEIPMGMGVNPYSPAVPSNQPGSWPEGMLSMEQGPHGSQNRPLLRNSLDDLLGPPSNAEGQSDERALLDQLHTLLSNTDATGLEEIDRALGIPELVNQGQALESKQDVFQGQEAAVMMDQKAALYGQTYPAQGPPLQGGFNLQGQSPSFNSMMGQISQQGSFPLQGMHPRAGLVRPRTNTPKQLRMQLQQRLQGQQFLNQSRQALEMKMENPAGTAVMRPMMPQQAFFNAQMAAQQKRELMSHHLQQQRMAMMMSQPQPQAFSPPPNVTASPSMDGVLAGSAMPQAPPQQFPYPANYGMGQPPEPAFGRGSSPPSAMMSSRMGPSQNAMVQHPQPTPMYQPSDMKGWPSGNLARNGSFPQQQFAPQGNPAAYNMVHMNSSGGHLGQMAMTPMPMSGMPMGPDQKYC
NS3 helicase inh = inhibitors of HCV NS3 helicase, primary screen, biochemical, Cy5 molecular beacon fluorescence; Hepatitis C virus NS3 helicase; NS3 helicase DNA unwinding; inhibition, % at 10.9 µM; actives 0.56% (n = 290,000); AID 1800, 2009;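 active means inhibition above the mean of all tested compounds plus 3 SD, set per campaign, cut at about 35% in these data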;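 further: 0% = DMSO wells and 100% = thioflavine S control wells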
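System: Hepatitis C virus NS3 helicase domain fragment enzyme | Reagent: Annealed dual-labelled DNA beacon duplex, ATP-started | Compound dosing: 10.9 µM single point, 0.8% DMSO | Incubation: 1 h reaction at 25 °C, ATP-initiated | Technique: Cy5 fluorescence | Evaluation: Percent inhibition from t60/t0 fluorescence ratio | Benchmarks: Low DMSO, high thioflavine S at 110 µM | Replication: Singlicate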
SUMO HTRF inh = inhibitors of in vitro SUMOylation cascade, primary screen, biochemical, HTRF, uHTS; actives 0.36% (n = 290,000); HTRF SUMOylation assay, SAE1/SAE2 + UBC9; inhibition, % at 35 µM; in the data active means inhibition above about 50%, passing the limit was not always enough; further: strong numbers were not always called active
VIM-2 inh = VIM-2 metallo-beta-lactamase inhibitors, primary screen, biochemical, epi-absorbance readout, Pseudomonas aeruginosa enzyme | purified VIM-2, nitrocefin hydrolysis, epi-absorbance fluorescence | inhibition, % at 5.6 µM | AID 1527, 2009 | actives 0.89% (n = 290,000);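 active means inhibition above the mean of all tested compounds plus 3 SD, cutoff set per screening run, cut at about 7.5% in these data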;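 further: red hydrolysis product quenches plate fluorescence so inhibitors raise well fluorescence; 0% = enzyme with DMSO and 100% = DMSO without enzyme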
IMP-1 inhibitor = IMP-1 metallo-beta-lactamase inhibitors, primary screen, biochemical, epi-absorbance readout, Pseudomonas aeruginosa enzyme. purified IMP-1, nitrocefin hydrolysis, epi-absorbance fluorescence. actives 0.45% (n = 290,000). AID 1556, 2009. inhibition, % at 5.6 µM. metallo-beta-lactamase IMP-1 (Pseudomonas aeruginosa);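 active means inhibition above the mean plus 3 SD of all compounds in the same screening run, cut at about 4.5% in these data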;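 further: 0% = IMP-1 with DMSO and 100% = DMSO wells lacking enzyme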
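System: purified recombinant IMP-1 beta-lactamase. Medium: Zinc- and detergent-supplemented HEPES buffer, pH 7.1. Compound: one 5.6 µM dose […]. Schedule: 15 min preincubation plus 25 min reaction at 25 °C. Technique: Epi-absorbance fluorescence, 480 nm excitation, 530 nm emission.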
PHOSPHO1 block = PubChem AID 1565. Phosphoethanolamine/phosphocholine phosphatase (Homo sapiens), Q8TCT1. recombinant PHOSPHO1, absorbance phosphatase assay. inhibition, % at 13.3 µM. actives 1.1% (n = 290,000); in the data active means inhibition above about 60%
IDE cell activ = human IDE activators in live cells, primary screen, fluorescence polarization, HEK cells, FAbeta-B substrate; Insulin-degrading enzyme (Homo sapiens), P14735; FAbeta-B cleavage; 0% vehicle, 100% cell-free pure enzyme wells; activation, % at 5.96 µM; actives 0.073% (n = 340,000); AID 493087, 2011;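 active means activation above the mean of all tested compounds plus 3 SD, set per screening campaign, cut at about 17% in these data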
MEKK3 PB1 HTS = modulators of MEKK3-MEK5 PB1 binding, primary screen, biochemical, wildtype MEKK3, multiplex bead flow cytometry, Alexa488-MEK5. Mitogen-activated protein kinase kinase kinase 3 (Homo sapiens), Q99759. bead-based flow cytometry, Alexa488-MEK5 binding to MEKK3; actives lie on both sides; 0 = blocked by unlabeled MEK5, 100 = vehicle. binding response (% of control), % at 10 µM. actives 1.4% (n = 290,000);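 active means binding response more than 3 SD above or below the average of its plate-row segment, actives on both sides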;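 further: Alexa488 bead fluorescence after subtracting the streptavidin-only scavenger bead signal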
Starred values were filed as active, the others as inactive; x = no result given.

SMILES	FID counter	p-CIP stab down	NS3 helicase inh	SUMO HTRF inh	VIM-2 inh	IMP-1 inhibitor	PHOSPHO1 block	IDE cell activ	MEKK3 PB1 HTS
Cn1c(=O)c([N+](=O)[O-])c(NCC(O)c2ccccc2)c2ccccc21 (stereo not given)	-8	-16	-4	8	-2.6	-4.7	9	0	108
CCN1CCC(NC(=O)Nc2ccc(F)cc2)CC1	10	-2	-13	19	0.9	-0.9	40	-5	96
Cc1cc(OC(F)F)ccc1NC(=O)Nc1ccc([N+](=O)[O-])cc1	21	-8	9	30	0.5	0.0	4	-2	97
COc1ccc(C)cc1NC(=O)CCNS(=O)(=O)c1cccc(C(F)(F)F)c1	-28	1	-11	-10	-1.6	-2.8	6	6	99
O=C(Cc1ccccc1)Nc1ccc2oc(-c3ccncc3)nc2c1	-13	-7	6	29	-3.8	-3.5	-37	-1	98
Cn1c(=O)[nH]c(=O)c2c1nc1n2CCCN1Cc1ccccc1	0	-4	0	27	0.2	-0.6	20	x	98
O=C(COc1ccc(S(=O)(=O)Nc2ccccc2)cc1)NCc1ccccn1	-25	-6	2	17	-0.5	-2.9	37	-6	105
CC(C)c1ccc(NC(=S)NN2C(C)CCCC2C)cc1 (stereo not given)	-30	23	-12	-4	-1.8	-1.4	0	x	104
CC(=O)c1cccc(NC(=O)NC(C)c2ccncc2)c1 (stereo not given)	-3	-11	-2	3	-6.6	-7.2	7	4	109
CCOC(=O)CNC(=O)CSc1nc(N(C)C)nc(N2CCOCC2)n1	-7	-4	7	-5	-2.0	-1.2	1	-3	102
CN1C(=O)C(N=Nc2ccccc2C(=O)O)N(C)C1=S (stereo not given)	2	-94	-10	-4	5.7	-2.2	32	-42	100
O=C(Cn1nnc2ccccc2c1=O)Nc1cc(C(F)(F)F)ccc1N1CCOCC1	-8	-8	7	30	-0.3	-4.0	0	-5	97
O=C(Nc1ccc(Cl)cc1)N1CCC(c2ccccc2)C1 (stereo not given)	-11	15	-5	-2	-2.5	-1.6	-1	-4	103
O=C(NCc1cc(F)ccc1F)C1CCC(=O)N(C2CCCCCC2)C1 (stereo not given)	-31	1	7	-5	-1.8	-2.6	38	3	98
CN(CC1CCCN(CCc2ccc(Cl)cc2)C1)C(=O)c1ccc2nc[nH]c2c1 (stereo not given)	2	-7	-5	-15	-0.1	-1.9	23	4	100
CC(/C=N/NC(=O)Cc1cccs1)=C\c1ccco1	-9	11	4	17	-3.5	-3.8	23	3	107
Cn1c(N)nc2ccccc2c1=O	-1	6	-8	11	-2.1	-3.6	24	x	88
O=C(NCCCN1CCC(Cc2ccccc2)CC1)C1CC(=O)N(C2CCCCCC2)C1 (stereo not given)	14	1	3	2	-3.3	-3.9	11	5	105
COc1cc(NC(=O)COC(=O)CNC(=O)c2ccc(Cl)cc2)c(C)cc1[N+](=O)[O-]	7	-10	0	5	-2.1	-3.8	0	-1	100
CCN(C(=O)c1cccnc1SC)C12CC3CC(CC(C3)C1)C2	-37	-3	-3	-2	1.8	-3.4	19	-1	95
CCOC(=O)C1(Cc2cccc(Cl)c2)CCCN(C(=O)CCN2CCCC2=O)C1 (stereo not given)	-38	-12	65*	10	-0.3	-1.7	18	2	106
N#CC1=C(N)Nc2ncnn2C1c1ccccc1 (stereo not given)	-1	-10	9	20	-0.5	-3.2	9	x	100
O=C(O)c1cccc(NC(=S)NC(=O)c2ccc3ccccc3c2)c1	-27	1	41*	15	-3.1	-2.0	8	-1	103
CCN(CC)C(=O)Nc1ccc(Br)cc1	3	4	-2	3	-3.0	-2.2	20	6	100
Cn1c(CC(=O)Nc2ccc(Cl)c(Cl)c2)nnc1SCC(=O)Nc1nccs1	-3	4	-2	42	-3.0	-0.9	54	4	100
NC(=O)COc1ccc(/C=N\NC(=O)c2ccc(-c3ccccc3)cc2)cc1	-8	-17	1	5	-1.4	2.5	28	2	107
CN(c1ccc(C(=O)NC2CC2)cc1)S(=O)(=O)c1ccccc1	-2	3	-4	-9	-5.8	-3.0	-40	3	101
COc1ccc(/C=C2\CCc3ccccc3C2=O)cc1OC	-20	-2	-4	23	-3.0	-0.7	-8	-1	89
COc1ccc2nc3c(cc2c1)c(NC(=O)c1cccs1)nn3CC(C)C	-13	-8	-16	-4	1.4	-1.8	16	1	x
COc1cc(C)ccc1OCCCCOc1ccccc1C(C)=O	-25	1	-2	-14	-1.2	-0.2	19	4	108
CCN(CCNC(=O)CCCn1nc(C)n2c(cc3sccc32)c1=O)c1ccccc1	-12	0	2	-4	-1.6	-3.4	21	-4	110
Cc1nn(C)c(C)c1/C=N/O	-3	-14	-1	16	-5.8	-6.3	-3	2	103
CC(C)=CCCC(C)CN1CCC(n2nccc2NC(=O)c2cccnc2)CC1 (stereo not given)	7	11	-3	4	0.3	-1.9	-12	3	99
CCc1ccc2nc(N3C(=O)c4oc5ccccc5c(=O)c4C3c3ccc(OC)c(OC)c3)sc2c1 (stereo not given)	-9	0	12	48	-2.4	-1.9	-17	x	104
COc1ccc(C(=O)NCc2ccc3c(c2)OCO3)cc1S(=O)(=O)N(C)Cc1ccccc1	-16	5	-12	-2	-2.1	-4.4	12	2	97
COc1ccc(CNC(=O)CN(C(=O)CCC(=O)Nc2nccs2)c2ccc3c(c2)OCO3)cc1	-38	-2	-8	0	-2.9	-2.8	45	-1	98
COCCCn1c(SCC(=O)Nc2ccccc2)nnc1-c1ccncc1	-7	11	-2	-41	-0.3	-2.3	-13	1	108
Cc1ccc(C(=O)NC(=S)Nc2cc(-c3nc4ccccc4s3)ccc2C)cc1	1	-14	0	30	-0.1	-3.2	-54	2	x
Cc1cccc(Nc2c3c(nc4ncnn24)CCC3)c1	-10	-18	-3	2	13*	-1.9	53	-4	99
Cn1cccc1Cc1nnc(SCC(=O)Nc2ccccc2)n1-c1ccc(F)cc1	-28	-6	-1	12	-0.3	-2.4	5	1	103
Cc1cc(/C=C2\SC(=O)N(C)C2=O)c(C)n1-c1cccc(C(=O)O)c1	-23	13	12	1	7.0	-1.7	x	1	100
Cc1ccccc1CNC(=O)c1ccccc1C(=O)O	1	2	2	0	-0.9	-2.1	3	3	107
CCC(O)(CC)C(=O)NN(C(=O)Nc1csc2c1CCCC2)c1ccccc1	-1	1	-7	12	0.8	-2.1	-5	2	85
O/N=C/c1cc2ccccc2n1Cc1ccccc1F	-12	-8	-4	5	-3.0	-3.9	39	1	103
N/C(=N\OC(=O)CC1CCCCC1)c1ccncc1	7	-14	7	-6	0.9	-2.1	53	0	97
CC(C)c1ccc(/C=C/C(=O)Nc2nn[nH]n2)cc1	-15	-1	-6	18	-1.0	-2.2	-5	x	88
COC(=O)C1C(=O)C2=C(CC1C)NC(C)=C(C(=O)OC1CCCC1)C2c1ccc(N(C)C)cc1 (stereo not given)	-26	-16	-10	-13	-1.3	-8.0	-16	2	101
COc1ccccc1-c1cnn2c(NC3CCCC3)cc(C)nc12	-22	3	-10	7	-1.5	-3.0	46	-1	100
N#Cc1ccc(C(=O)Nc2nc(SCc3ccc(Cl)cc3)n[nH]2)cc1	-4	-4	5	16	-3.7	-4.3	21	3	102
COC(=O)Cn1ncc2c3ccccc3n(Cc3ccccc3)c2c1=O	-15	-4	-1	-3	-3.6	-3.1	6	2	98

(next part)
SMILES	FID counter	p-CIP stab down	NS3 helicase inh	SUMO HTRF inh	VIM-2 inh	IMP-1 inhibitor	PHOSPHO1 block	IDE cell activ	MEKK3 PB1 HTS
CN(C)CCNc1nc(-c2ccccc2)c2c(c1C#N)CC(C)(C)OC2	7	-2	1	21	-1.0	-5.2	9	0	106
Cc1cccc(OCC(=O)N2CCN(C(=O)CCC3CCCC3)CC2)c1	-40	-10	-25	20	-2.5	-2.1	23	9	100
CC(=O)NS(=O)(=O)c1cccnc1Nc1ccc(Cl)c(Cl)c1	-14	-3	10	19	-0.9	-5.5	8	1	100
Cc1ccc(-c2nn(C)c(=O)c3ccccc23)cc1S(=O)(=O)NCCO	-21	-17	-6	24	-1.8	-2.8	27	-5	109
Cc1cccc(NC(=O)c2ccc(S(=O)(=O)N3CCCCC3C)cc2)n1 (stereo not given)	-24	-25	-8	18	-2.1	-1.0	25	6	102
Cc1noc(C)c1S(=O)(=O)Nc1ccc(C(=O)NCc2ccccc2)cc1	-11	2	7	-7	1.5	-2.4	13	3	99
CC(=O)Cn1c(CN2CC(C)CC(C)C2)nc2c1c(=O)n(C)c(=O)n2C (stereo not given)	-6	-10	5	7	-2.5	-3.9	-2	3	115
Cc1ccc(N(CC(=O)NCc2ccco2)C(=O)CCC(=O)Nc2nccs2)cc1	-33	-2	1	15	-1.6	-1.9	-15	6	112
Cc1cc(C(F)F)n2nc(C(=O)NCc3ccccc3F)nc2n1	3	-4	-2	18	-4.0	-4.8	27	4	119
CCCCNCCOCCOc1ccc(F)cc1	7	3	-4	-30	-3.2	-3.6	13	10	105

By substructure: the entries above with a cyano group (3)
SMILES	FID counter	p-CIP stab down	NS3 helicase inh	SUMO HTRF inh	VIM-2 inh	IMP-1 inhibitor	PHOSPHO1 block	IDE cell activ	MEKK3 PB1 HTS
N#CC1=C(N)Nc2ncnn2C1c1ccccc1 (stereo not given)	-1	-10	9	20	-0.5	-3.2	9	x	100
N#Cc1ccc(C(=O)Nc2nc(SCc3ccc(Cl)cc3)n[nH]2)cc1	-4	-4	5	16	-3.7	-4.3	21	3	102
CN(C)CCNc1nc(-c2ccccc2)c2c(c1C#N)CC(C)(C)OC2	7	-2	1	21	-1.0	-5.2	9	0	106

Following part
SMILES	FID counter	p-CIP stab down	NS3 helicase inh	SUMO HTRF inh	VIM-2 inh	IMP-1 inhibitor	PHOSPHO1 block	IDE cell activ	MEKK3 PB1 HTS
CCOC(=O)c1ccc(NC(=S)NN2CCOCC2)cc1	-7	-12	-2	18	-1.9	-3.7	-32	3	106
O=C(COC(=O)CN1C(=O)C2CCCCC2C1=O)NC1CCS(=O)(=O)C1 (stereo not given)	0	-4	5	6	-2.3	-2.7	-27	5	110
COc1ccccc1C(=O)COC(=O)CNS(=O)(=O)c1ccc(NC(C)=O)cc1	-11	-9	25	1	2.3	2.8	23	2	102
CC(C)(C)NC(=O)NC(=O)CN1CCN(c2ccccc2)CC1	-11	-4	-9	-4	2.7	-1.2	-4	-5	93
COc1nc(-c2ccccc2)cc(-c2ccc(OC)c(OC)c2)n1	-27	10	-9	11	-0.8	-1.6	1	-5	93
O=C(O)/C=C/C(=O)Nc1ccc2c(c1)C(=O)c1ccccc1C2=O	8	-20	20	14	0.6	-1.8	42	-1	91

A portion of the library; rates above refer to the full screens.
